# RXFP1 ag = qHTS Assay for Agonists of the Relaxin Receptor RXFP1 | Relaxin receptor 1 (Homo sapiens), Q9HBX9 | HEK293T-RXFP1 cAMP TR-FRET, 30 min; response scale: percent of porcine relaxin response, buffer zero | Potency, µM (top dose mostly 57.5 µM), inactives show top-dose activation, actives largely listed as activators | 370,000 compounds, 0.3% hits; further: potency means the concentration at half of the fitted maximal effect; on the % scale 0 is the no-effect control and ±100 the full control effect; nearly all actives have a fitted effect of over 60% in size; many of its hits are not listed in these tables
# Target sequence (Q9HBX9 whole entry, looked up): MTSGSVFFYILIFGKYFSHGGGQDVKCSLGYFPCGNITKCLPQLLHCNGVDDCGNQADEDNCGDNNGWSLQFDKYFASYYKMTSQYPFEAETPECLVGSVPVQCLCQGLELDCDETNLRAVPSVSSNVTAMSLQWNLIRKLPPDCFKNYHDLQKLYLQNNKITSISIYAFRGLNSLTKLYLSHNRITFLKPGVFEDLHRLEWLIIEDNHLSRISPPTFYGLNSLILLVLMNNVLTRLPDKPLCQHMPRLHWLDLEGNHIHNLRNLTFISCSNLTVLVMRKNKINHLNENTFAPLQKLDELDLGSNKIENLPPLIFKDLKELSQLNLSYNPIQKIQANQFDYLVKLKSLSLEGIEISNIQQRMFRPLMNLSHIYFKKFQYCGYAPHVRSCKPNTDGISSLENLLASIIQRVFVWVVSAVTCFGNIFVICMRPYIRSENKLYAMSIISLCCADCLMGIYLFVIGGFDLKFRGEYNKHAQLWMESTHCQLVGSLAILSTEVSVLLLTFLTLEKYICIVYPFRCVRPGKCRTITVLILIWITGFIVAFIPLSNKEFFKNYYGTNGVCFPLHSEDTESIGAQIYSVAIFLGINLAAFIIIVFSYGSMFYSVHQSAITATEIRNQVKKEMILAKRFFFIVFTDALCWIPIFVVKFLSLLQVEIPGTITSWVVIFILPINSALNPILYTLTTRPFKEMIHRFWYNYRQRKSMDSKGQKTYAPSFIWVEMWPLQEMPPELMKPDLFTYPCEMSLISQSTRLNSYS
#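 Agonist response is measured as cAMP accumulation in an RXFP1-transfected HEK293T line under PDE4 inhibition. Values are scaled between buffer-only and 29 nM porcine relaxin, and EC50s come from standard Hill equation fits.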
# TrxR1 substrate = qHTS Assay for Substrates of Mammalian Selenoprotein Thioredoxin Reductase 1 (TrxR1): qHTS | Thioredoxin reductase 1, cytoplasmic (Rattus norvegicus), O89049 | purified TrxR1 substrate turnover, NADPH consumption readout | Potency, µM (series often up to 114 µM), inactives show top-dose activity change, negative = substrate turnover | 390,000 compounds, 0.01% hits | AID 588456, 2011; further: potency means the concentration at half of the fitted maximal effect; on the % scale 0 is the no-effect control and ±100 the full control effect; nearly all actives have a fitted effect of over 50% in size
#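 Rat TrxR1, dispensed at 90 nM, was prereduced with 400 uM NADPH (final) for 5 min at ~22 deg C, then incubated with compound 15 min before 400 uM selenite. A first-read NADPH fluorescence drop versus no-compound background flagged substrates.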
# PI4K2A inh = qHTS for small molecular inhibitors of PI4K2A; 420,000 compounds, 0.13% hits; activity change, negative = inhibition, % at 76.9 µM; Phosphatidylinositol 4-kinase type 2-alpha (Homo sapiens), Q9BTU6; purified PI4K2A, ADP-Glo luminescence, 1 h; stronger effect = lower value; AID 1346378, 2018; in the data active means activity change below about -50%; inconclusive means mostly about -30% to -49%;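 further: -100% = wells without enzyme as full effect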
#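 Compounds are screened against recombinant PI4K2A using PI as substrate and ATP, the latter dispensed at 300 microM. Reactions run one hour at ambient temperature before ADP-Glo detection; full inhibition defined by wells lacking enzyme.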
# Vif-APOBEC3F blk = qHTS for Inhibitors of Vif-A3F Interactions: qHTS. HeLa A3F-eYFP + Vif (tagged APOBEC3F with the HIV-1 protein that degrades it), YFP fluorescence increase. Potency, µM (series often up to 46.1 µM), for the others: top-dose activity, negative = active. 390,000 compounds, 0.2% hits. AID 602313, 2012; further: potency means the concentration at half of the fitted maximal effect; % of control where 0% means no effect; nearly all actives have a fitted effect of over 65% in size
#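 HeLa cells stably expressing Vif plus C-terminally eYFP-tagged A3F were seeded, incubated overnight at 37 deg C, dosed with compound, incubated overnight again at 37 deg C. Yellow fluorescence (Ex 488/Em 500-530) reported blocked Vif-mediated A3F-eYFP degradation.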
# IDH1 R132H inh = qHTS for Inhibitors of mutant isocitrate dehydrogenase 1 (IDH1): qHTS | Isocitrate dehydrogenase [NADP] cytoplasmic (Homo sapiens), O75874 | IDH1-R132H enzyme, NADPH consumption, diaphorase/resazurin fluorescence | 390,000 compounds, 0.093% hits | Potency, µM (top dose mostly 76.6 µM), inactives show top-dose activity change, negative = inhibition, hits mostly inhibitors; further: potency means the concentration at half of the fitted maximal effect; on the % scale 0 is the no-effect control and ±100 the full control effect; nearly all actives have a fitted effect of over 65% in size
#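 IDH1-R132H (0.5 ug/mL) preincubated 30 min with compound, then NADPH (0.016 mM) and alpha-KG (2 mM) added; 80 min at RT, pH 7.5. Remaining NADPH coupled via diaphorase/resazurin to fluorescence (540/590 nm); concentration-response curves normalized to no-enzyme control.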
# USP1 inh = Inhibitors of USP1/UAF1: Primary Screen | Ubiquitin carboxyl-terminal hydrolase 1 (Homo sapiens), O94782 | recombinant USP1/UAF1, Ub-Rhodamine cleavage fluorescence | Potency, µM (series often up to 57.1 µM), for inactives: at the top dose activity change, negative = inhibition, hits mostly inhibitors | 390,000 compounds, 0.23% hits | AID 743255, 2014; further: potency means the concentration at half of the fitted maximal effect; on the % scale 0 is the no-effect control and ±100 the full control effect; nearly all actives have a fitted effect of over 60% in size; inactives centre near -12
#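 In this screen, compounds sit with the deubiquitinase complex (1nM) for 15 min at room temperature before Ub-Rho is added at 150nM final. Fluorescence rise is then followed for 6 reads every 60 seconds.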
# Vif-A3G inh = qHTS for Inhibitors of Vif-A3G Interactions: qHTS. HeLa A3G-eYFP + Vif (tagged APOBEC3G with the HIV-1 protein that degrades it), YFP fluorescence, overnight. AID 602310, 2012. DNA dC->dU-editing enzyme APOBEC-3G (Homo sapiens), Q9HC16. 410,000 compounds, 0.076% hits. Potency, µM (top dose mostly 46.1 µM), for the others: at the top dose activity, negative = active, usual class: inhibitors;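 further: potency means the concentration at half of the fitted maximal effect; on the % scale 0 is the no-effect control and ±100 the full control effect; nearly all actives have a fitted effect of over 60% in size; hits raise eYFP signal because A3G escapes Vif-driven loss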
# Target sequence (Q9HC16 whole entry, looked up): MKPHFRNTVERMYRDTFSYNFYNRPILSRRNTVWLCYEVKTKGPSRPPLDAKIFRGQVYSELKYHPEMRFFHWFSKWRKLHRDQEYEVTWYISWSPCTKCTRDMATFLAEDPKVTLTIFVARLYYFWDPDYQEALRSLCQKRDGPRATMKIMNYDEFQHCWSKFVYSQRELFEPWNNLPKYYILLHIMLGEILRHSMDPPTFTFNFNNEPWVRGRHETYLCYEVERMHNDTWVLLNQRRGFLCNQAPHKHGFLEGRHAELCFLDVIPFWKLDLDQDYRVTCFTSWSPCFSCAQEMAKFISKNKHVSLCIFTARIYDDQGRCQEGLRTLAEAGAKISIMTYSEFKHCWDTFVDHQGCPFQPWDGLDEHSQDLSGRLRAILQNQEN
#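 Read-out is eYFP fluorescence (Ex 488/Em 500-530) from Vif-expressing HeLa A3G-eYFP cells; more signal means A3G escaped Vif-mediated degradation. Cells plated overnight, compound pinned in, incubated overnight at 37 deg C.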
# Glioma ERSR ind = qHTS for Inducers of the Endoplasmic Reticulum Stress Response (ERSR) in Human Glioma: qHTS | Potency, µM, for inactives: at the top dose activation, hits mostly activators | AID 602332, 2012 | 420,000 compounds, 0.02% hits | U87-MG GRP78 promoter luciferase reporter, 16 h; further: potency means the concentration at half of the fitted maximal effect; series mostly up to about 76 µM; % of control where 0% means no effect; nearly all actives have a fitted effect of over 35% in size
#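 ERSR induction read as luciferase luminescence (Bright-Glo, 10 min at room temperature) in stably transfected human U87-MG glioma cells exposed to compounds for 16 h, using GRP78 as sensor.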
# LDHA block = qHTS assay for inhibitors of human lactate dehydrogenase | L-lactate dehydrogenase A chain (Homo sapiens), P00338 | purified LDHA, NADH/diaphorase-resazurin fluorescence; stronger effect = lower value | activity change, % (values are at about 110 or 230 µM) | 480,000 compounds, 0.15% hits; in the data active means activity change below about -30%; inconclusive means mostly about -25% to -30%;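 further: plate controls were DMSO wells for no effect and wells without enzyme for full effect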
#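 Human LDH5 at 2 nM final in Tris HCl pH 7.4 with 0.06 mM NADH and 0.2 mM pyruvate, reacted 5 minutes at room temperature. Remaining NADH coupled via diaphorase/resazurin; resorufin fluorescence read at 0 and 20 minutes, normalized to enzyme-free and DMSO wells.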
# Starred values were filed as active, the others as inactive; ? = inconclusive; . = no result given; & = joins results of further samples; [ ] = remark or other dose. Unless noted, the call rests on the fitted dose curve; in most records, active means well fitted curve in the direction sought with a large enough effect; inconclusive means small, poorly fitted or top-dose-only effect, or another doubt; inactive means no such curve, though single readings can be large; an effect the other way counts as inactive or inconclusive.
SMILES,RXFP1 ag,TrxR1 substrate,PI4K2A inh,Vif-APOBEC3F blk,IDH1 R132H inh,USP1 inh,Vif-A3G inh,Glioma ERSR ind,LDHA block
O=c1[nH]c(=S)[nH]c2sc3c(c12)CCCCCC3,20%,-2%[57.1 µM],0,-4%,3%,-19%,-3%,-5%,1
CCOC(=O)N1CCN(C(=O)COc2ccc(S(=O)(=O)NC3CCCCC3)cc2C)CC1,-0.6%,6%[57.1 µM],-9,-6%,4%,-11%,1%,-5%,-5
CC(=O)c1cnc(Nc2cccc(C)c2)s1,11%,-5%[57.1 µM],0,0%,3%,-25%,0%,-1%,-2
C=CCOC(=O)C1=C(C)N=C2SCCC(=O)N2C1c1ccc(OC(=O)c2ccco2)cc1 (configuration not stated),2.0%,-11%,8,2%,-1%,?,0%,-1%,0
COc1ccc(C2NC(=O)c3c(sc4c3CCN(C)C4)N2)cc1O (configuration not stated),-4.3%,-2%,-3,.,.,3%,.,.,4
CN=C1SC(CC(=O)Nc2ccc(F)cc2F)C(=O)N1/N=C/c1ccc(OC(F)F)c(OC)c1 (configuration not stated),6.8%,8%[57.1 µM],2,?,1%,-21%,-19%,-1%,-9
CSCCC(NC(=O)c1ccccc1)C(=O)N/N=C(\C)c1ccccc1 (configuration not stated),0.3%,-4%,2,2%,4%,-18%,-2%,-1%,-4
COc1ccc(CCCc2n[nH]c(=S)o2)cc1,3.3%,6%,0,1%,5%,-18%,-8%,1%,0
NC(c1csc(NC(=O)Nc2cccc(Cl)c2)n1)C1CCCCC1 (configuration not stated),.,.,-3,.,.,.,3%,-10%,-8
Cc1nc2ccccc2n1CC(=O)OCC(=O)N1CCC(C)CC1,.,1%,0,5%,1%,-4%,3%,-2%,1
O=C(CN1C(=O)NC2(CCc3ccccc32)C1=O)NCC(=O)Nc1ccc(F)cc1 (configuration not stated),0.1%,4%,1,-9%,1%,-9%,3%,-4%,-4
Cc1cc(C(=O)NCCCN(C)C)c2ccccc2n1,8.3%,3%,-7,-1%,1%,-22%,-3%,-3%,1
Cc1ccccc1CC1(C)C(=O)Nc2ccc(S(=O)(=O)NC3CCCCC3)cc21 (configuration not stated),.,.,6,.,.,.,-7%,-5%,-3
COc1ccc(CCNC(=O)COC(=O)c2ccc(Br)o2)cc1OC,3.0%,13%,-2,3%,8%,-6%,1%,-3%,3
COc1cccc(CNC(=O)C2CCN(S(=O)(=O)c3ccc4c(c3)CCCN4C(C)=O)CC2)c1,1.3%,2%[57.1 µM],-1,-19%,20%,-19%,2%,-3%,-2
O=C(CSc1ccccc1)Nc1ccc(-c2nc3ccccc3[nH]2)cc1,-1.0%,15%[57.1 µM],2,-8%,2%,?,?,-11%,-10
COCC1CCN(C(=O)C2CCC(=O)N(Cc3ccc(Cl)cc3)C2)CC1 (configuration not stated),0.0%,2%,-4,-5%,-1%,-19%,-6%,-1%,-12
COC(=O)N1CCCCC1c1cc(C(=O)NCc2ccccc2)no1 (configuration not stated),.,.,1,.,.,.,-1%,3%,0
COc1ccc(C(=O)CSc2nnc(-c3ccccn3)n2Cc2ccco2)cc1,0.7%,1%,-4,-1%,8%,-20%,-2%,-3%,3
Cc1nc(SCc2cccc(F)c2)[nH]c(=O)c1C#N,1.2%,1%,4,6%,8%,-13%,-1%,1%,-13
COc1cccc(C2NC(=O)c3ccccc3O2)c1OC (configuration not stated),1.1%,4%[57.1 µM],10,-2%,4%,9%,1%,-3%,-2
CC(C)CC(C(=O)NC(C)(C)C)N(Cc1cccs1)C(=O)c1snc(C(N)=O)c1N (configuration not stated),2.4%,-2%[57.1 µM],2,0%,-3%,-23%,1%,2%,-5
O=C(NC12CC3CC(CC(C3)C1)C2)N1CCC(n2nnc3ccccc32)CC1,0.6%,3%,-10,2%,4%,-15%,0%,-3%,-1
Cc1ccc(CN(CC(=O)N/N=C/c2ccccc2[N+](=O)[O-])S(=O)(=O)c2ccc(C)cc2)cc1,-0.5%,3%[57.1 µM],-7,-3%,-2%,-17%,-5%,-7%,-6
CCc1ccnc(NC(=O)NS(=O)(=O)c2ccc(C)cc2)c1,-3.5%,6%[57.1 µM],2,-4%,0%,-8%,0%,2%,-1

# The list goes on; the last two above are carried over.
SMILES,RXFP1 ag,TrxR1 substrate,PI4K2A inh,Vif-APOBEC3F blk,IDH1 R132H inh,USP1 inh,Vif-A3G inh,Glioma ERSR ind,LDHA block
Cc1ccc(CN(CC(=O)N/N=C/c2ccccc2[N+](=O)[O-])S(=O)(=O)c2ccc(C)cc2)cc1,-0.5%,3%[57.1 µM],-7,-3%,-2%,-17%,-5%,-7%,-6
CCc1ccnc(NC(=O)NS(=O)(=O)c2ccc(C)cc2)c1,-3.5%,6%[57.1 µM],2,-4%,0%,-8%,0%,2%,-1
CCCC12CN(C(=O)c3ccco3)CC(CCC)(CN(C(=O)c3ccco3)C1)C2=O,-0.9%,2%,2,1%,16%,-12%,-1%,-4%,-2
CCOC(=O)CNC(=O)CSc1ncccc1-c1nc2ccccc2[nH]1,3.1%,0%,6,-2%,-8%,-4%,-11%,-2%,-12
Cc1cc(C(=O)Nc2ccccc2)c(C)o1,-1.7%,-2%,4,0%,2%,-16%,-1%,3%,1
c1ccc2c(c1)nc(NCCN1CCOCC1)c1nncn12,8.4%,-2%,2,4%,0%,-24%,1%,-2%,-1
Cc1ccc(Cc2c(-c3ccc(F)cc3)nc3c(C)cc(Br)cn23)cc1,.,.,2,.,.,.,-29%,7%,-6
C(=C\c1ccccc1)/CN1CCN(C(CCc2ccccc2)c2nnnn2C2CCCCC2)CC1 (configuration not stated),.,.,1,.,.,.,-2%,-4%,-10
Cc1ccc(C)c(OCc2cc(C(=O)NC(c3ccccn3)C(F)(F)F)no2)c1 (configuration not stated),.,-15%,-4,-15%,0%,-13%,0%,-3%,-9
Cc1ccccc1N=C1Nc2ccccc2N[C@]12C[C@H]1CCC(=O)N3CC[C@@H](C2)[C@@H]13,.,5%,-2,2%,6%,-23%,-3%,-1%,2
Cc1ccc(N(Cc2ccccc2)C(=O)c2ccc(F)cc2)cc1,0.2%,-6%,0,3%,7%,-15%,-7%,1%,0
COc1ccccc1C(=O)NCCC(=O)NCC1CCCO1 (configuration not stated),-0.5%,-2%,2,0%,-18%,-9%,1%,3%,-20
c1ccc(-n2c(-c3ccco3)nnc2N2CCOCC2)cc1,0.1%,8%,-5,3%,0%,0%,0%,-5%,-4
COc1ccc2c(c1)c(C(=O)CN(C)C)c(C)n2C,.,-1%,.,.,.,.,5%,-3%,8&1
COCc1nnc(NC(=O)CC(c2ccccc2)c2ccccc2)s1,-0.5%,-3%,8,4%,0%,-3%,-1%,-3%,-3
CCOc1ccc(NC(=O)c2nc3nc(C)cc(C(F)F)n3n2)cc1,25%,4%,-3,-4%,0%,-22%,1%,-2%,-8
COc1ccccc1OCC(=O)Nc1ccc(NC(=O)COc2ccccc2OC)cc1,11%,-2%,3,-6%,1%,-9%,0%,-2%,-5
CC(=O)c1cccc(NC2c3ccccc3C(=O)N2Cc2ccco2)c1 (configuration not stated),-2.0%,3%,-1,-8%,-12%,-18%,-2%,0%,-10
Cc1ccc(C(=O)Oc2ccccc2N2C(=O)C3CCCCC3C2=O)cc1 (configuration not stated),1.0%,-1%,3,2%,-1%,-13%,1%,-7%,-8
Cn1c(COc2ccc([N+](=O)[O-])cc2)nnc1SCC(N)=O,-1.4%,-1%[57.1 µM],1,-14%,14%,6%,0%,-1%,-7
Cc1cc(C)c(OCC(=O)Nc2cccc(O)c2)cc1C,0.5%,4%,-16,0%,0%,-6%,2%,-6%,-9
COc1cc(/C=N/Nc2ccc(Cl)nn2)cc(OC)c1O,2.4%,-9%,0,-1%,13%,-9%,?,-1%,0
O=S(=O)(NCC1CCCO1)c1cnc(Cl)c(Cl)c1 (configuration not stated),1.7%,7%[57.1 µM],1,-11%,6%,0%,-7%,-4%,-6
CN(C)C(=S)Nc1ccc(Br)cc1Cl,-0.1%,3%,3,-14%,4%,-26%,-9%,-3%,-9
CSCCC1NC(=O)N(CC(=O)Nc2cc(C)on2)C1=O (configuration not stated),1.1%,6%,4,-2%,-13%,-10%,-8%,0%,-7
COc1ccc(S(=O)(=O)NCc2ccc3c(c2)OCO3)cc1C(=O)O,0.3%,13%[57.1 µM],0,-1%,0%,-22%,1%,-3%,3
CCOc1ccc(NC(=O)CCc2c(C)nc3nc(C)nn3c2C)cc1,8.0%,9%,5,-2%,2%,-15%,5%,-2%,1
CC(=O)c1cccc(NC(=O)c2sc(Cl)nc2C)c1,1.5%,3%,-2,-6%,-3%,-10%,-1%,1%,-6

# The list is partial; count on the stated rates, not on these rows.
